Tau fibril FP – tau fibrillization inhibition (FP); P10636; K18 P301L tau heparin fibrillization, Alexa594 FP, 6 h; Potency, µM (highest dose often 57.7 µM), for the others: at the highest dose activity, negative = inhibition, usual class: inhibitors; actives 0.39% (n = 280,000); further: potency means the concentration at half of the fitted maximal effect; on the % scale 0 is the no-effect control and ±100 the full control effect; nearly all actives have a fitted effect of over 55% in size
Target sequence (P10636 561-689 P618L limits assumed): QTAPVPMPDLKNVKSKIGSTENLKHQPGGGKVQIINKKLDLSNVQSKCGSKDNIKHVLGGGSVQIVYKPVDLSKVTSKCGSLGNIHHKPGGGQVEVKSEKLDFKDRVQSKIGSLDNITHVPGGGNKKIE
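Heparin (20 uM) drove fibril formation of recombinant tau K18 P301L, 15 uM unlabeled with 0.24 uM Alexa 594 label, for 6 hr at 37 C in 100 mM sodium acetate pH 7. Fluorescence polarization (555/632 nm) read 1 hr after 30 uM ThT.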
CBFb RUNX1 block – blocks binding between human CBF-beta and RUNX1; Q01196+Q13951; AlphaScreen CBFb-His/RUNX1-biotin binding, biochemical; Potency, µM (series often up to 59.8 µM), inactives show top-dose activity, negative = inhibition, actives largely listed as inhibitors; 230,000 tested, under 10 active; AID 1477; further: % of control where 0% means no effect
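Read-out: AlphaScreen. Format: His-CBF-beta with biotinylated RUNX1 (30 nM each) preincubated 20 min, compound 15 min, Ni-chelate plus streptavidin beads 90 min; room temperature throughout.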
Epigenetic reg – epigenetic control regulation, reporter derepression; murine LDR cells, GFP reporter derepression, 30 h; AID 1865; actives 0.2% (n = 280,000); Potency, µM (highest dose often 53.9 µM), inactives show at the highest dose GFP activation, most hits filed as activators; further: potency means the concentration at half of the fitted maximal effect; % of control where 0% means no effect; nearly all actives have a fitted effect of over 60% in size
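In this reporter-derepression format, murine cells bearing a silenced integrated CMV-GFP locus incubate with test compound (30 h, 37 C), then are washed and imaged; fluorescent objects of 20–120 um count as induced cells.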
TR SRC2 fluor cs – Texas Red fluorescence interference in TRb-SRC2 counter-screen; Potency, µM (doses to about 106 µM), inactives show at the highest dose fluorescence change, negative = quenching; TRb/SRC2 Texas Red total fluorescence interference; actives 0.29% (n = 280,000); active means well fitted curve in either direction with a large enough effect; inconclusive means small, poorly fitted or top-dose-only effect; further: potency means the concentration at half of the fitted maximal effect; on the % scale 0 is the no-effect control and ±100 the full control effect
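Human TRβ ligand-binding domain (0.6 uM) and Texas Red SRC2 peptide (20 nM) in Tris buffer with 1 uM T3 and 5% DMSO were incubated with pinned compound for 5 hr at ambient temperature. Total fluorescence was computed as S + 2P (555/632 nm).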
Tau fluor cs – counter-screen for tau fibril formation inhibitors | tau K18 P301L (four-repeat tau fragment) Alexa594 fluorescence, heparin fibrillization | Potency, µM (doses to about 57.7 µM), for the others: at the top dose activity change, negative = decrease | actives 0.93% (n = 280,000) | AID 1463; further: potency means the concentration at half of the fitted maximal effect; on the % scale 0 is the no-effect control and ±100 the full control effect; nearly all actives have a fitted effect of over 55% in size
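Human K18 P301L tau (15 uM unlabeled plus 0.24 uM Alexa 594-labeled, final) in 100 mM sodium acetate pH 7 was mixed with compound and 20 uM heparin and incubated 6 hr at 37 C.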
TRb-SRC2 inh – inhibitors of human thyroid hormone receptor beta-SRC2 interaction; TRbeta-SRC2 peptide binding, fluorescence polarization; receptor liganded with 1 µM T3; Potency, µM (doses to about 106 µM), for inactives: top-dose activity change, negative = inhibition, usual class: inhibitors; actives 0.065% (n = 280,000);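 further: potency means the concentration at half of the fitted maximal effect; plate controls were bound peptide for no effect and peptide without receptor for full effect; nearly all actives have a fitted effect of over 50% in size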
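Read-out is fluorescence polarization (555 nm excitation, 632 nm emission) of a Texas Red SRC2 coactivator peptide; loss of signal reflects blocked binding to human TRb ligand-binding domain in the presence of 1 uM T3.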
GLA spleen mod – alpha-galactosidase A (human) modulation | P06280 | Potency, µM (doses to about 80 µM), inactives show at the top dose activity change, negative = inhibition, hits mostly inhibitors | actives 0.008% (n = 240,000) | human spleen homogenate, 4MU-alpha-Gal fluorescence, 40 min | AID 2107;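 further: potency means the concentration at half of the fitted maximal effect; 0% = enzyme with vehicle and -100% = no enzyme basal signal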
Target sequence (P06280 32-429 limits assumed): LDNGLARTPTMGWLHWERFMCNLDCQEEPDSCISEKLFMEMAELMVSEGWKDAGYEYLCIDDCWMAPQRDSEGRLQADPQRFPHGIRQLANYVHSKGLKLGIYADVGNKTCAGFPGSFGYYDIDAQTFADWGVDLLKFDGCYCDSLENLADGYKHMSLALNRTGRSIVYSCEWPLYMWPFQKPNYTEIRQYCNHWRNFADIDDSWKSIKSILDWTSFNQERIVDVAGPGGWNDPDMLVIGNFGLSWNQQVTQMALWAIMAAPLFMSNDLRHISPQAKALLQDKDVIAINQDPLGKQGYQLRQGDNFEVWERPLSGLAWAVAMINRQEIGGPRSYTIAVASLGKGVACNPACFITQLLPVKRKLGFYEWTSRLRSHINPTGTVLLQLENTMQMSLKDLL
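Inhibition or activation of alpha-galactosidase in human spleen homogenate is scored by 4-MU fluorescence after 40 min at 37C, pH 5.0, with 1 mM substrate. AC50s come from concentration-response fitted to the Hill equation.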
NPSR antag – blocks cAMP signaling of the human neuropeptide S receptor; Q6W5P4; CHO-NPSR cells, cAMP TR-FRET, antagonist mode; Potency, µM (top dose mostly 38.3 µM), without a hit: at the highest dose activity change, negative = inhibition, most hits filed as inhibitors; actives 1% (n = 220,000); AID 1461; further: potency means the concentration at half of the fitted maximal effect; on the % scale 0 is the no-effect control and ±100 the full control effect; nearly all actives have a fitted effect of over 50% in size; many of its hits are not listed in these tables
Target sequence (Q6W5P4 whole entry, looked up): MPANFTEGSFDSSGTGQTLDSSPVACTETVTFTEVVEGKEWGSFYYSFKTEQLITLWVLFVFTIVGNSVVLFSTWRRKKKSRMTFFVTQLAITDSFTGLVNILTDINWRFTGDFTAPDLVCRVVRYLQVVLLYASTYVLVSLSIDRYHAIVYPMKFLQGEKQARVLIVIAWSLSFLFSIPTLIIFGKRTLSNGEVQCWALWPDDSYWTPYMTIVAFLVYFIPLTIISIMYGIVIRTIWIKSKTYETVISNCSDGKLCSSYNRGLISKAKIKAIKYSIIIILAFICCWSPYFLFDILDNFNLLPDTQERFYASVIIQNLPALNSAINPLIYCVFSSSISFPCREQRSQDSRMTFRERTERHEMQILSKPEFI
* = called active by the depositor; ? = inconclusive; · = not tested or not shown; [ ] = another dose, or the depositor's remark. Unless noted, the call rests on the fitted dose curve; in most records, active means well fitted curve in the direction sought with a large enough effect; inconclusive means small, poorly fitted or top-dose-only effect, or another doubt; inactive means no such curve, though single readings can be large; an effect the other way counts as inactive or inconclusive.

1) CC(=O)Oc1ccc(-c2cccc(C(=O)O)c2)cc1
2) Cc1noc(C)c1Cn1nc(C(=O)O)c2ccccc2c1=O
3) COc1cc(C)c(Cl)cc1S(=O)(=O)n1ccnc1C
4) Cc1cc(C)n2nc(SCc3nnc(-c4cccs4)o3)nc2n1
5) CN1CCc2nc3ccc(Cl)cc3c(-c3ccccc3Cl)c2C1
6) Cc1ccc(C(=O)NNC(=O)CNc2cccc(Cl)c2)cc1
7) O=C(O)[C@H](Cc1ccccc1)NC(=O)N1CCN(c2ccccc2)CC1
8) COc1cccc(C2NC(C(=O)O)CCC2C)c1 (stereo not given)
Assay by compound | 1 | 2 | 3 | 4 | 5 | 6 | 7 | 8
Tau fibril FP | -4% | 0% | 1% | 8% | 1% | -3% | -3% | -12%[11.6 µM]
CBFb RUNX1 block | 0% | 1% | 0% | 0% | -14% | 0% | 0% | 5%[13.1 µM]
Epigenetic reg | -0.2% | 0.8% | -9.2% | -3.6% | 0.0% | 0.2% | 1.1% | 1.1%[10.1 µM]
TR SRC2 fluor cs | -3% | -3% | -2% | -2% | 2% | -1%[53 µM] | -2% | -4%[11.2 µM]
Tau fluor cs | -9% | 3% | -1% | 0% | -5% | -5% | 2% | -8%[11.6 µM]
TRb-SRC2 inh | -2% | 5% | -15% | 1% | -4% | 6%[53 µM] | -4% | -3%[11.2 µM]
GLA spleen mod | -10% | -17% | 2% | -12% | 8% | 8% | 6% | 11%[17.5 µM]
NPSR antag | -18%[46.1 µM] | -3%[46.1 µM] | -8%[46.1 µM] | 18% | -19% | -12% | 14% | ·

9) CN(Cc1ccccc1)Cc1c(O)ccc2c(=O)c(-c3ccccc3)c(C(F)(F)F)oc12
10) CCCN1C(=O)/C(=N\OCC(=O)Nc2ccc(C(C)C)cc2)c2ccccc21
11) COc1ccccc1/C=C/C(=O)NCC(=O)N/N=C/c1ccc2c(c1)OCO2
12) COC(=O)c1cc2c(C)nn(C)c2s1
13) CN1CC(=O)NC1=NC(=O)C12CC3CC(CC(C3)C1)C2
14) Cc1cc(=O)[nH]c(N)n1
15) Cc1nn(Cc2cccc(C(=O)NCC(C)C)c2)c(C)c1Br
16) CC(/C=C/c1ccccc1)=N/NC(=O)CNC(=O)c1ccc2c(c1)OCO2
Assay by compound | 9 | 10 | 11 | 12 | 13 | 14 | 15 | 16
Tau fibril FP | 8% | -1% | -2% | -5% | -3% | -3% | 4% | -4%
CBFb RUNX1 block | · | -15% | -9% | 6% | -6% | 6% | -3% | 0%
Epigenetic reg | -0.1% | -3.0% | 0.0% | -2.9% | 0.9% | 0.0% | 0.1% | 1.0%
TR SRC2 fluor cs | -6% | 0% | -6% | 1% | -5% | 0% | 1% | -3%
Tau fluor cs | -12% | -20% | -21% | -9% | 5% | -1% | -11% | -9%
TRb-SRC2 inh | 0% | 2% | -2% | 1% | -2% | -6% | 1% | -2%
GLA spleen mod | · | -5% | 6% | 4% | -5% | 7% | 7% | 10%
NPSR antag | · | -35% | 16% | -23% | 7%[46.1 µM] | -26% | -3%[46.1 µM] | -12%[46.1 µM]

17) CC1CCCCN1CCNC(=O)C1CCN(S(=O)(=O)N2CCCCC2)CC1 (stereo not given)
18) Cc1cc(C)cc(Cn2ncc(Cl)c(Cl)c2=O)c1
19) Cc1cc(C)n2c(SCC(=O)N3CCN(S(=O)(=O)c4ccc(Cl)cc4)CC3)nnc2n1
20) O=C1/C(=C\c2ccc(Br)o2)Cc2ccccc21
21) CNS(=O)(=O)c1ccc(Oc2ccc(S(=O)(=O)NC)cc2)cc1
22) CCC(C(=O)Nc1ccccc1-c1ccccc1)c1ccccc1 (stereo not given)
23) CN1C(C(=O)NCCc2cccs2)CC2Cn3c(nc4cc(Cl)c(Cl)cc43)C21 (stereo not given)
24) CCSc1nnc(NC(=O)c2cc(=O)c3cc(C)ccc3o2)s1
Assay by compound | 17 | 18 | 19 | 20 | 21 | 22 | 23 | 24
Tau fibril FP | 4% | -5% | 8% | -4% | -8% | -5% | 3% | -2%
CBFb RUNX1 block | 3% | 2% | -2% | 3% | 1% | 26% | 9% | ·
Epigenetic reg | -0.9% | 0.0% | -0.7% | -1.6% | 0.0% | -2.3% | 7.1% | -1.9%
TR SRC2 fluor cs | -1% | -1% | 3% | -7% | -2% | 2% | 0% | -1%
Tau fluor cs | 1% | -10% | -3% | -24% | -8% | -12% | 5% | -3%
TRb-SRC2 inh | -9% | -9% | 5% | -3% | -1% | 3% | -8% | -5%
GLA spleen mod | -12% | -3% | -4% | 1% | 13% | 7% | 1% | ·
NPSR antag | 15%[46.1 µM] | ? | 5%[46.1 µM] | -13% | -6%[46.1 µM] | -25%[46.1 µM] | -9% | ·

25) Cc1ccc(NC(=O)[C@@H]2CCCN2S(=O)(=O)c2ccccc2C(F)(F)F)cc1S(=O)(=O)N1CCOCC1
26) Nc1cc(Oc2ccc(F)cc2F)cc([N+](=O)[O-])c1
27) COc1ccccc1N1CCN(C(=O)C2CCN(S(=O)(=O)c3ccc(F)cc3)CC2)CC1
28) COc1cc(C(=O)Nc2nc3ccccc3[nH]2)ccc1OC(F)F
29) CC(C)c1cc(N2CCN(C(=O)c3ccco3)CC2)n2c(nc3ccccc32)c1C#N
30) C[C@@H](NC(=O)c1nc[nH]c1C(=O)N[C@@H](Cc1ccccc1)C(=O)OCc1ccccc1)c1ccccc1
31) CC(=O)OCC(NC(=O)C(COCc1ccccc1)NC(=O)OC(C)(C)C)C1OC(n2ccc(=O)[nH]c2=O)C(OC(C)=O)C1OC(C)=O (stereo not given)
32) COc1ccccc1OC(C)C(=O)Nc1ccc(-c2nc3ccccc3s2)cc1 (stereo not given)
Assay by compound | 25 | 26 | 27 | 28 | 29 | 30 | 31 | 32
Tau fibril FP | 0% | -2% | 0% | -3% | 6% | ? | · | ?
CBFb RUNX1 block | -4% | -3% | 1% | -6% | 8% | 1% | -5% | ·
Epigenetic reg | -3.0% | -0.4% | 1.6% | 0.0% | -0.2% | -2.0% | · | 35µM*
TR SRC2 fluor cs | 2% | 0% | -1% | -3% | -1% | -3% | 0% | 5%
Tau fluor cs | -6% | -27% | -5% | -22% | -7% | -29% | · | -28%
TRb-SRC2 inh | 2% | -5% | -10% | 2% | -6% | 3% | -8% | -4%
GLA spleen mod | -7% | -4% | 5% | 2% | 11% | 4% | -1% | ·
NPSR antag | -12% | 6% | -27%[46.1 µM] | 55% | -29%[46.1 µM] | -6% | · | ·

Reformatted: results already given
Every second line gives: Tau fibril FP	CBFb RUNX1 block	Epigenetic reg	TR SRC2 fluor cs	Tau fluor cs	TRb-SRC2 inh	GLA spleen mod	NPSR antag
#22 CCC(C(=O)Nc1ccccc1-c1ccccc1)c1ccccc1 (stereo not given)
  -5%	26%	-2.3%	2%	-12%	3%	7%	-25%[46.1 µM]
#23 CN1C(C(=O)NCCc2cccs2)CC2Cn3c(nc4cc(Cl)c(Cl)cc43)C21 (stereo not given)
  3%	9%	7.1%	0%	5%	-8%	1%	-9%
#24 CCSc1nnc(NC(=O)c2cc(=O)c3cc(C)ccc3o2)s1
  -2%	·	-1.9%	-1%	-3%	-5%	·	·
#25 Cc1ccc(NC(=O)[C@@H]2CCCN2S(=O)(=O)c2ccccc2C(F)(F)F)cc1S(=O)(=O)N1CCOCC1
  0%	-4%	-3.0%	2%	-6%	2%	-7%	-12%
#26 Nc1cc(Oc2ccc(F)cc2F)cc([N+](=O)[O-])c1
  -2%	-3%	-0.4%	0%	-27%	-5%	-4%	6%
#27 COc1ccccc1N1CCN(C(=O)C2CCN(S(=O)(=O)c3ccc(F)cc3)CC2)CC1
  0%	1%	1.6%	-1%	-5%	-10%	5%	-27%[46.1 µM]
#28 COc1cc(C(=O)Nc2nc3ccccc3[nH]2)ccc1OC(F)F
  -3%	-6%	0.0%	-3%	-22%	2%	2%	55%
#29 CC(C)c1cc(N2CCN(C(=O)c3ccco3)CC2)n2c(nc3ccccc32)c1C#N
  6%	8%	-0.2%	-1%	-7%	-6%	11%	-29%[46.1 µM]
#30 C[C@@H](NC(=O)c1nc[nH]c1C(=O)N[C@@H](Cc1ccccc1)C(=O)OCc1ccccc1)c1ccccc1
  ?	1%	-2.0%	-3%	-29%	3%	4%	-6%
#31 CC(=O)OCC(NC(=O)C(COCc1ccccc1)NC(=O)OC(C)(C)C)C1OC(n2ccc(=O)[nH]c2=O)C(OC(C)=O)C1OC(C)=O (stereo not given)
  ·	-5%	·	0%	·	-8%	-1%	·
#32 COc1ccccc1OC(C)C(=O)Nc1ccc(-c2nc3ccccc3s2)cc1 (stereo not given)
  ?	·	35µM*	5%	-28%	-4%	·	·

Further records follow:
33) CCOc1cc(/C=C(\C#N)C(N)=O)ccc1OCc1c(C)no[n+]1[O-]
34) CNC(=O)c1c(NC(=O)c2ccc(S(=O)(=O)N3CCCCC3)cc2)sc2c1CCC2
35) CCOC(=O)N1CCC(NC(=O)CCC(=O)N2CC(C)Oc3ccc(C)cc32)CC1 (stereo not given)
36) COc1ccccc1C(=O)NCCC(=O)Nc1cccnc1
37) COCCCNC(=O)c1c(NC(=O)Cc2coc3cc(C)cc(C)c23)sc2c1CCCC2
38) Cc1ccc(NC(=O)C2CCCN2C(=O)NC2CCCCC2)c(C)c1 (stereo not given)
39) COc1ccc(F)cc1S(=O)(=O)n1nnc2ccccc21
40) CC1CCN(S(=O)(=O)c2ccc3c(c2)oc(=O)n3CC(=O)NCc2ccc(F)cc2)CC1
41) CCN1C(=O)/C(=C\C=C2/C=CC=CN2CC)SC1=S
Assay by compound | 33 | 34 | 35 | 36 | 37 | 38 | 39 | 40 | 41
Tau fibril FP | -2% | 5% | 4% | -1% | -4% | 7% | 9% | -10% | ?
CBFb RUNX1 block | 6% | · | 8% | 7% | · | -3% | 1% | · | ?
Epigenetic reg | -1.0% | 1.5% | 0.0% | 1.1% | -1.9% | -0.8% | -0.1% | -1.6% | ?
TR SRC2 fluor cs | 0% | -2% | -3% | -2% | 5% | -3% | 3% | -1% | 6%
Tau fluor cs | -5% | -22% | -4% | -4% | -16% | -3% | 5% | ? | -22%
TRb-SRC2 inh | -8% | -5% | 0% | 0% | 0% | 0% | -5% | 3% | 12%
GLA spleen mod | -5% | · | 9% | -5% | · | 1% | 5% | · | 4%
NPSR antag | -1% | · | -9%[46.1 µM] | -11% | · | 2%[46.1 µM] | -13% | · | -56%

Some of the compounds tested; rates above refer to the full screens.
